CHRM5 PAM: positive allosteric modulators of human muscarinic M5 receptor | P08912 | CHO-K1 hM5, Fluo-8 calcium, ACh EC20 PAM; 0% = ACh EC20, 100% = ACh EC100 | activation, % at 3 µM | 360,000 compounds, 0.3% hits | AID 624038;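 active means activation above the run cutoff, the mean activation of all test compounds plus 3 SD, cut at about 18% in these data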
Target sequence (P08912 whole entry, looked up): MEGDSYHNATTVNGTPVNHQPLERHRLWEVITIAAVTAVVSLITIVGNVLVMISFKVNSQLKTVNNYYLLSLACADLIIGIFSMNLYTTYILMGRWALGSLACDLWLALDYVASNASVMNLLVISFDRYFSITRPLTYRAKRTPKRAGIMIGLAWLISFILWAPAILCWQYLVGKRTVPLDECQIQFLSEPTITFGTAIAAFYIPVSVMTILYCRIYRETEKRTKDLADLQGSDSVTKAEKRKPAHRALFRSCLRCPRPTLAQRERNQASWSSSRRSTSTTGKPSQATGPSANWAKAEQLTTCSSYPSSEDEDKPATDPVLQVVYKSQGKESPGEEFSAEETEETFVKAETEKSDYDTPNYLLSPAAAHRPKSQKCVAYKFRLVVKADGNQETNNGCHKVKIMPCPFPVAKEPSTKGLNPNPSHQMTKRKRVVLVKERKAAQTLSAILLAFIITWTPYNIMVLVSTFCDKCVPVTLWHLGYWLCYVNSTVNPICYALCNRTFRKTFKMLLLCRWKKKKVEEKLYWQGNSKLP
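Measured by: Fluo-8 calcium fluorescence; material: human M5 receptor in CHO-K1 cells; schedule: Post-acetylcholine fluorescence recording 140 s; benchmarks: low control EC20 acetylcholine (0%), high control EC100 acetylcholine (100%); read-out: Max/basal fluorescence ratio as % of EC20–EC100 ACh window; compound: single dose, 3 µM nominal final test concentration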
M5 antag: CHRM5 antagonism in calcium assay. AID 624040. inhibition, % at 3 µM. CHO-hM5 cells, Fluo-8 calcium fluorescence, ACh EC80. P08912. 360,000 compounds, 0.59% hits;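 active means inhibition above a per-plate cutoff, the mean of that plate's test compounds plus 3 SD, cut at about 27% in these data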;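 further: 0% = acetylcholine EC80 with DMSO and 100% = DMSO without agonist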
M4 PAM: positive allosteric modulators of human muscarinic M4 receptor; P08173; CHO-K1 hM4/Gqi5, Fluo-8 calcium fluorescence, ACh EC20; 0% = ACh EC20, 100% = maximal ACh; activation, % at 3 µM; 360,000 compounds, 0.4% hits;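 active means activation above its plate's cutoff, the mean activation of sample wells plus 3 SD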; further: some results filed as inactive read as strong as hits
Target sequence (P08173 whole entry, looked up): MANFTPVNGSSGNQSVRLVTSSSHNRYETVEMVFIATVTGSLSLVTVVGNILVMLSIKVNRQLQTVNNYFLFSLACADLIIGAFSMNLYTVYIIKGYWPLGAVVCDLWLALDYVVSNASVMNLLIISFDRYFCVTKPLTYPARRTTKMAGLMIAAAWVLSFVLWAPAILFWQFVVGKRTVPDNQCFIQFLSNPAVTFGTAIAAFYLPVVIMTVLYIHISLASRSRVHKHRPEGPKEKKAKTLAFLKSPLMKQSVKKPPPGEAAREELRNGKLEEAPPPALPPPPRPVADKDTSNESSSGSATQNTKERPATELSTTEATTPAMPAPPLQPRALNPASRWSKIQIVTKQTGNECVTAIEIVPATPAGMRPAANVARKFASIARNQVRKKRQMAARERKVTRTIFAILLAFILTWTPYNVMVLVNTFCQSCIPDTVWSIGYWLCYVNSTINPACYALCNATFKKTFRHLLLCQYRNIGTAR
CHRM4 agonist: agonists of human muscarinic M4 receptor (CHRM4). activation, % at 3 µM. 360,000 compounds, 0.14% hits. P08173. CHO-K1 hM4/Gqi5, Fluo-8 calcium fluorescence; vehicle 0%, full acetylcholine response 100%;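 active means activation above the run mean over all test wells plus 3 SD, cut at about 32% in these data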;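 further: peak over basal fluorescence ratio per well then scaled between controls; 0% = DMSO wells and 100% = acetylcholine at EC100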
M1 ag parental: M1 agonist counterscreen hit in parental CHO-K1 cells; Fluo-8 calcium fluorescence; scaled to maximal ATP response, vehicle zero; activation, % at 3 µM; 360,000 compounds, 0.48% hits; in the data active means activation above about 15%;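 further: untransfected CHO-K1 host cells lacking M1 receptor as counterscreen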
CHO-K1 Ca antag: counter-screen for M1 antagonists: effect in parental CHO-K1 cells | inhibition, % at 3 µM | ATP-induced calcium, Fluo-8 fluorescence | 360,000 compounds, 0.6% hits;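 active means inhibition above a per-plate cutoff, the plate's mean sample inhibition plus 3 SD, cut at about 24% in these data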;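 further: 0% = DMSO plus EC80 ATP and 100% = DMSO alone without ATP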
M5 ag: agonists of human muscarinic M5 receptor (CHRM5); P08912; 360,000 compounds, 0.19% hits; CHO-K1 hM5 cells, Fluo-8 calcium fluorescence; 0% DMSO wells, 100% maximal acetylcholine response; activation, % at 3 µM;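 active means activation above the run's mean over test compounds plus 3 SD, cut at about 23% in these data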;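 further: signal is peak over basal fluorescence ratio across the kinetic read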
CHRM4 antagonist: blocks acetylcholine activation of human M4 receptor; CHO-hM4 cells, ACh EC80, Fluo-8 calcium fluorescence; inhibition, % at 3 µM; 360,000 compounds, 0.73% hits; AID 624125;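 active means inhibition above its plate's cutoff, the mean inhibition of sample wells plus 3 SD, cut at about 27% in these data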;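 further: 0% = acetylcholine EC80 with DMSO and 100% = DMSO without agonist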
M1 PAM parental: counter-screen for M1 PAMs: effect in parental CHO-K1 cells. ATP EC20, Fluo-8 calcium fluorescence; 0% at ATP EC20, 100% at ATP max. activation, % at 3 µM. 360,000 compounds, 0.02% hits;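 active means activation above the run cutoff, the mean activation of all test compounds plus 3 SD, cut at about 40% in these data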;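 further: peak over basal fluorescence ratio in a 140 s read after ATP addition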
Active calls of the source: *. Hits appear at their usual frequency. Share with any hit: about 2.7%.

| compound | CHRM5 PAM | M5 antag | M4 PAM | CHRM4 agonist | M1 ag parental | CHO-K1 Ca antag | M5 ag | CHRM4 antagonist | M1 PAM parental |
| --- | --- | --- | --- | --- | --- | --- | --- | --- | --- |
| CCOc1nc(CC(C)C)c2c(c1C#N)CC(C)(C)OC2 | 7 | -7 | 18 | -1 | -0.1 | 1 | 1 | 7 | -3 |
| CCCC(=O)NC(=S)Nc1ccc(NC(=O)c2cccs2)cc1 | -2 | -1 | -2 | 3 | 0.7 | -2 | -1 | 10 | 16 |
| O=C(OCc1ccccc1)N1CCC2CC1c1cc(-c3ccccc3)ccc12 (stereo unspecified) | -2 | -4 | -3 | -1 | 0.2 | -11 | 2 | -6 | 5 |
| CN(C)c1nc2c(c(=O)[nH]c(=O)n2C)n1Cc1ccc(F)cc1 | -6 | 3 | -3 | 0 | -0.1 | -4 | 2 | -2 | 22 |
| CN1CCN(NC(=O)Nc2cc(Cl)cc(Cl)c2)CC1 | -10 | 44* | -4 | 12 | 12 | 20 | -3 | 11 | -10 |
| COC(=O)Nc1ccc(S(=O)(=O)NC2CCCCC2)cc1 | 4 | 1 | -4 | 5 | 4.3 | -7 | 6 | 1 | 9 |
| O=C(OCc1nnc(-c2cccs2)o1)C1=NN(c2ccccc2)C(=O)CC1 | 4 | 13 | -2 | 2 | 0.3 | -12 | 2 | -2 | 8 |
| O=C(c1ccccc1)C1CCN(C(=O)Nc2ccccc2)CC1 | -6 | 8 | -12 | 3 | 2.2 | -13 | 3 | 7 | 2 |
| O=C1CCc2cc(S(=O)(=O)NCCC(=O)NC3CCCCC3)ccc2N1 | 2 | 5 | -4 | 0 | 0.8 | -9 | 0 | -7 | -1 |
| COc1ccc2sc(C)nc2c1NC(C)=O | -2 | 3 | 5 | 0 | 0.1 | 2 | -2 | -4 | 3 |
| COc1cccc(S(=O)(=O)NCC(=O)N2CCCCCC2)c1 | 5 | -4 | -1 | 1 | 0.2 | -6 | -14 | 3 | 18 |
| CCCCNC(=O)N(O)C1N(/N=C/c2ccccc2F)C(=S)SC1(C)C (stereo unspecified) | 1 | 2 | -5 | 0 | -0.2 | -11 | -4 | -6 | 5 |

Random excerpt: 5 records from the list, in no set order.
| compound | CHRM5 PAM | M5 antag | M4 PAM | CHRM4 agonist | M1 ag parental | CHO-K1 Ca antag | M5 ag | CHRM4 antagonist | M1 PAM parental |
| --- | --- | --- | --- | --- | --- | --- | --- | --- | --- |
| O=C1CCc2cc(S(=O)(=O)NCCC(=O)NC3CCCCC3)ccc2N1 | 2 | 5 | -4 | 0 | 0.8 | -9 | 0 | -7 | -1 |
| CCCC(=O)NC(=S)Nc1ccc(NC(=O)c2cccs2)cc1 | -2 | -1 | -2 | 3 | 0.7 | -2 | -1 | 10 | 16 |
| O=C(OCc1ccccc1)N1CCC2CC1c1cc(-c3ccccc3)ccc12 (stereo unspecified) | -2 | -4 | -3 | -1 | 0.2 | -11 | 2 | -6 | 5 |
| CN(C)c1nc2c(c(=O)[nH]c(=O)n2C)n1Cc1ccc(F)cc1 | -6 | 3 | -3 | 0 | -0.1 | -4 | 2 | -2 | 22 |
| O=C(OCc1nnc(-c2cccs2)o1)C1=NN(c2ccccc2)C(=O)CC1 | 4 | 13 | -2 | 2 | 0.3 | -12 | 2 | -2 | 8 |

Of the compounds above, these have a thiophene ring, fused or not:
| compound | CHRM5 PAM | M5 antag | M4 PAM | CHRM4 agonist | M1 ag parental | CHO-K1 Ca antag | M5 ag | CHRM4 antagonist | M1 PAM parental |
| --- | --- | --- | --- | --- | --- | --- | --- | --- | --- |
| CCCC(=O)NC(=S)Nc1ccc(NC(=O)c2cccs2)cc1 | -2 | -1 | -2 | 3 | 0.7 | -2 | -1 | 10 | 16 |
| O=C(OCc1nnc(-c2cccs2)o1)C1=NN(c2ccccc2)C(=O)CC1 | 4 | 13 | -2 | 2 | 0.3 | -12 | 2 | -2 | 8 |

The main list resumes; the four compounds before the break are reprinted first.
| compound | CHRM5 PAM | M5 antag | M4 PAM | CHRM4 agonist | M1 ag parental | CHO-K1 Ca antag | M5 ag | CHRM4 antagonist | M1 PAM parental |
| --- | --- | --- | --- | --- | --- | --- | --- | --- | --- |
| O=C1CCc2cc(S(=O)(=O)NCCC(=O)NC3CCCCC3)ccc2N1 | 2 | 5 | -4 | 0 | 0.8 | -9 | 0 | -7 | -1 |
| COc1ccc2sc(C)nc2c1NC(C)=O | -2 | 3 | 5 | 0 | 0.1 | 2 | -2 | -4 | 3 |
| COc1cccc(S(=O)(=O)NCC(=O)N2CCCCCC2)c1 | 5 | -4 | -1 | 1 | 0.2 | -6 | -14 | 3 | 18 |
| CCCCNC(=O)N(O)C1N(/N=C/c2ccccc2F)C(=S)SC1(C)C (stereo unspecified) | 1 | 2 | -5 | 0 | -0.2 | -11 | -4 | -6 | 5 |
| C(=C\c1nccc2c1[nH]c1ccccc12)/c1ccccc1 | -5 | 10 | -4 | 2 | -0.1 | -11 | -5 | -9 | -9 |
| C[C@@H](OC(=O)N1CCCCC1)[C@H]1O[C@]2(C)CCCC[C@H]1O2 | 2 | 3 | 6 | 1 | -0.2 | -5 | 3 | 6 | 14 |
| Cc1cccc(C(=O)NC2CCN(S(=O)(=O)c3ccccc3)CC2)c1 | -2 | 7 | 4 | 1 | -0.3 | 16 | 0 | -5 | -10 |
| O=C(CSc1nnc(-c2ccncc2)o1)Nc1ccc(F)c(F)c1 | -13 | 12 | 16 | 0 | 0.6 | 5 | 0 | 10 | -21 |
| Cc1nc([N+](=O)[O-])cn1C(C)C | -12 | 9 | 3 | 0 | -0.2 | -6 | 4 | -6 | 11 |
| CCOc1ccc(NC(=O)N2CCC(NC(=O)C(Cc3ccccc3OC)NC(C)=O)CC2)cc1 (stereo unspecified) | -2 | 10 | 2 | 1 | 1.0 | -12 | -2 | 4 | 13 |
| Cc1ccc(-n2c(SCC(=O)N3CCOCC3)nc(O)cc2=O)cc1 | 3 | 4 | 4 | 1 | 0.7 | -7 | -3 | -4 | 13 |
| CCOC(=O)c1c[nH]c(=O)c(Br)c1O | -2 | 0 | -6 | 1 | -0.1 | 3 | 0 | 6 | -2 |
| CC1CC(C)CN(c2oc(-c3ccccc3Cl)nc2C#N)C1 (stereo unspecified) | 1 | -3 | 9 | -1 | 0.7 | -5 | -1 | -8 | 20 |
| COC(=O)Cc1ccc(NC(=O)c2ccccc2Cl)cc1 | 3 | 2 | 4 | 2 | 0.0 | 12 | -2 | 7 | -4 |
| CCCC12CN3CC(C)(CN(C1)C3c1ccco1)C2=O (stereo unspecified) | -10 | -4 | 1 | 1 | 1.0 | 0 | -1 | -2 | 12 |
| CCCCN(CC)CCCNC(=O)c1ccc(CSc2nc3ccncc3[nH]2)cc1 | 0 | 7 | -2 | 0 | -0.2 | 5 | -6 | 0 | 3 |
| O=C(NCCN1CCN(C(=O)Nc2ccccc2)CC1)Nc1ccccc1 | -5 | -5 | 4 | 1 | -0.9 | 1 | 1 | -6 | 2 |
| O=c1c(=Nc2ccccc2O)c(=O)c2ccccc12 | 0 | -16 | 0 | 0 | 0.4 | -3 | 4 | 6 | 19 |
| CC(NC(=O)CC(c1ccccc1)c1cc(Cl)ccc1O)c1ccccc1 (stereo unspecified) | -7 | 10 | 1 | 2 | 1.7 | -4 | -4 | -2 | 16 |
| Cc1ccc(NS(=O)(=O)c2ccc(C)c(C(=O)Nc3ccc(S(=O)(=O)Nc4onc(C)c4C)cc3)c2)cc1 | 1 | 11 | 5 | 1 | 0.2 | -14 | 0 | 1 | 18 |
| COc1cc(OC)cc(C(=O)Nc2cccc(-c3ccc(N4CCOCC4)nn3)c2)c1 | -1 | -2 | 5 | 3 | 0.2 | 2 | 5 | -16 | -13 |
| Cc1nccn1Cc1ccccc1 | 1 | -12 | 7 | 1 | 0.5 | -8 | 0 | -27 | 7 |
| Cc1occc1C(=O)N1CCCC(Nc2ccc(C(C)C)cc2)C1 (stereo unspecified) | 2 | 2 | -2 | 2 | 9.1 | 11 | -3 | -1 | -3 |
| c1ccc(-c2noc(CSc3nnnn3-c3ccccc3)n2)cc1 | -3 | 5 | 1 | 12 | 4.4 | -3 | -1 | -13 | 28 |
| CC[C@]1(C(=O)OC)[C@H]2C(=O)N(C)C(=O)[C@H]2[C@H]2CN(C)C(=NCc3ccccc3)N21 | -2 | 7 | -2 | 0 | 0.1 | -3 | 0 | 1 | 11 |
| COc1ccc(CNC(=O)c2cccc3c(-c4ccc(F)c(F)c4)coc23)cc1OC | -9 | 23 | -8 | 11 | 8.6 | 9 | 5 | 24 | -7 |
| COc1cccc(CNc2cnc3ccccc3c2)c1O | -21 | 21 | -3 | 13 | 16* | 7 | 13 | 13 | 4 |
| O=c1c(Cl)c(O)c2cccc3c4ccccc4n1c23 | -3 | 0 | 2 | 1 | 0.4 | 3 | 2 | -2 | -8 |

New compounds follow:
The line under a structure holds: CHRM5 PAM	M5 antag	M4 PAM	CHRM4 agonist	M1 ag parental	CHO-K1 Ca antag	M5 ag	CHRM4 antagonist	M1 PAM parental
> O=C(O)CC1(CC(=O)Nc2cccc(C(F)(F)F)c2)CCCC1
    10	7	0	1	1.2	-11	0	-3	19
> CCOc1ccccc1CN1CCNC(=O)C1CC(=O)NCCC1=CCCCC1 (stereo unspecified)
    0	10	2	1	0.7	-16	-4	-3	13
> COc1ccc(CNC(=O)CSc2nnc(Cn3nnc4ccccc43)n2C)cc1
    4	-5	-2	0	-0.6	4	-1	-2	6
> CN(C)c1ccc(/C(=N\O)C(F)(F)F)cc1
    -7	10	-1	11	6.5	0	1	-8	11
> CCc1c(C2(O)CCCCC2)[nH]c2c(C(=O)OC)cc(Cl)cc12
    -5	13	-11	0	0.0	-7	-6	18	3
> CCOC(=O)c1sc(NC(=O)c2ccc(Cl)s2)cc1C
    -3	-1	4	1	-0.1	6	1	-2	-4
> O=C(c1cc(-c2cccs2)on1)N1CCOCC1
    -8	7	-8	1	0.0	-1	-1	4	16
> COc1ccc(CSc2nnc(N)s2)cc1F
    -2	-5	10	2	-0.1	23	1	1	-10
> Cc1ccc(C(=O)CC2(O)C(=O)N(C)c3ccc(Br)cc32)c(C)c1 (stereo unspecified)
    -8	-1	-7	2	0.6	-2	0	-2	7
> Cc1ccc(OC(=S)Nc2ccc(F)cc2)cc1
    6	-1	-2	1	-0.3	-11	2	5	20
